High-throughput results: PubChem BioAssay, The Scripps Research Institute Molecular Screening Center
TTR transcr act = increases transthyretin transcription; activation, % at 16.7 µM; SH-SY5Y TTR promoter Gaussia luciferase, luminescence; 100% = recombinant luciferase protein wells; 92,000 compounds, 1.3% hits;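 active = activation above the mean of all tested compounds plus 3 SD, cut at about 9.5% in these data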;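 also: cells exposed to compounds for one day before reading; 0% = median of all test compound wells on the plate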
* marks the source's active call; other numbers are inactive results. Some of the compounds tested (hit frequency here may not be typical).

SMILES	TTR transcr act
CCc1ccc(CN2CCCC(CCC(=O)N3CCN(c4ccccn4)CC3)C2)o1 (stereo not drawn)	8.8
C(=C\c1ccccc1)/CN1CCN(C(c2ccccc2)c2nnnn2C2CCCC2)CC1 (stereo not drawn)	-0.7
Cn1c(=O)c2[nH]c(=O)[nH]c2n(C)c1=O	5.2
CN(C)c1ccc(C(=S)Nc2ccccc2)cc1	2.7
C=CCOc1ccc(C=Nc2cccc(Cl)c2)c(O)c1	0.1
Cc1nc(N2CCOCC2)nc(Oc2ccccc2F)c1[N+](=O)[O-]	-0.1
CC1CCCN(C(=O)Cn2nnc(-c3ccc([N+](=O)[O-])cc3)n2)C1 (stereo not drawn)	-0.1
Cn1c(=O)c2c(nc(-n3ccnc3)n2Cc2ccc([N+](=O)[O-])cc2)n(C)c1=O	2.5
Cc1ccc(C)c(OCC(=O)N2CCc3ccccc3C2)c1	3.9
CC(C)(CO)CN1CCC(n2nccc2NC(=O)C2CCOC2)CC1 (stereo not drawn)	-0.6
COc1cc(OC)cc(C(=O)OCC(=O)Nc2nnc(-c3ccccc3)o2)c1	0.1
CN1CCN(CC(O)COc2ccc(C34CC5CC(CC(C5)C3)C4)cc2)CC1 (stereo not drawn)	0.2
Nc1nnc(/C=C/c2ccccc2Cl)s1	6.0
CCCc1nnc(NC(=O)COC(=O)c2cc(C)nc3ccccc23)s1	-0.3
Cc1ccc(NC(=O)c2nnn(-c3ccc4c(c3)OCCO4)c2N)cc1	-2.6
C[C@@H]1CCN(C2CC2)S(=O)(=O)c2c(cccc2N2CCC[C@H]2C)O1	-0.8
COc1ccccc1OCCSc1nc2ccccc2n1CC(O)CO (stereo not drawn)	-0.6
CCCCC1(CC)SCC(=O)NC1=O (stereo not drawn)	4.1
C[C@@H](CSc1ccccc1)CN1CC[C@H](C(C)(C)C)CCC1=O	-1.2
CC(=O)c1c(C)[nH]c(C(=O)N2CCN(c3cc(Cl)ccc3C)CC2)c1C	0.8
CC1CCCCC1NC(=O)C1CCC(CNc2c(N3CCCCC3)c(=O)c2=O)CC1 (stereo not drawn)	-1.0
COC(=O)[C@]12C[C@H](CC(=O)NCCCCc3ccccc3)C(=O)N(Cc3ccco3)C1=C[C@H](C1CCCC1)O[C@@H]2C	1.5
CC(C)c1nc2oc3c(=O)[nH]cnc3c2c2c1COC(C)(C)C2	-1.8
O=C(Nc1ccc([N+](=O)[O-])cc1Br)c1cccnc1	0.9
COc1ccccc1-c1nnc(SC(C)C(=O)NCC2CCCO2)n1C (stereo not drawn)	1.2
CC(OC(=O)c1ccccn1)C(=O)Nc1nc(-c2ccc(F)c(F)c2)cs1 (stereo not drawn)	-2.4
COc1cccc(CN2CCC2(C)C(=O)Nc2cccc(NS(C)(=O)=O)c2)c1OC (stereo not drawn)	-1.4
O=C(CSc1ncccn1)Nn1cnnc1	2.7
O=C1C2C3C=CC(C4CC34)C2C(=O)N1/N=C/c1ccc([N+](=O)[O-])s1 (stereo not drawn)	-1.4
O=C(CN1C(=O)NC2(CCCCC2)C1=O)Nc1ccc(F)cc1	-0.9
CN1C(=O)CSc2ccc(NC(=O)N3CCc4ccccc43)cc21	-3.8
CCn1c(=N)c(C(=O)NCCCOC)cc2c(=O)n3cccc(C)c3nc21	1.7
CC(=O)C1=C(O)C(=O)N(c2cccc(Br)c2)C1c1ccc(Br)cc1 (stereo not drawn)	-1.6
CC(=O)Nc1ccc(OCC(O)Cn2ccnc2)cc1 (stereo not drawn)	-0.1
CC(=O)Nc1ccc(N(CC(=O)NC2CCCC2)C(=O)CCC(=O)Nc2cc(C)on2)cc1	4.0
FC(F)(F)c1ccccc1Cc1c(-c2cccc(Br)c2)nc2c3ccccc3ccn12	0.8
COc1cccc(C=Nc2cc(C)on2)c1O	-0.4
Cc1cc(C(=O)CSc2nnc(N)s2)c(C)n1Cc1ccco1	-0.1
Cc1c(C(C)C)c(=O)n(-c2ccc(S(=O)(=O)NC3CC3)cc2)n1C	-0.5
O=C(COC(=O)c1cccc(F)c1)Nc1ccc(Cl)cn1	0.8
Cc1cc(-c2ccccc2)nc(N/N=C/c2ccccc2F)n1	0.1
Cc1cc(C)c(C)c(S(=O)(=O)N2CCN(c3ccccn3)CC2)c1C	-1.6
COc1cccc(NS(=O)(=O)c2ccc(C)c(C(=O)N3CCCCC3)c2)c1	-0.1
O=C(C1CCCCC1)N1C[C@@H](n2cc(C3CC3)nn2)[C@H](O)C[C@@H]1c1ccc(Cl)cc1	3.1
CCN(CC)CCN1C(=O)C(=O)/C(=C(/O)c2ccc(OC(C)C)cc2)C1c1cccs1 (stereo not drawn)	-2.0
C/C(=N/NC(=O)CN1CCN(S(=O)(=O)c2ccc(C)cc2)CC1)c1cccc(O)c1	0.3
COc1ccc(CNC(=O)COC(=O)c2cc(C)nc3ccccc23)cc1	-1.7
CCOC(=O)c1c(NC(=O)CSc2nc3cc(Cl)ccc3c(=O)n2Cc2ccco2)sc(C(=O)N(C)C)c1C	-3.0

In another format: entries from further up.
| canonical_smiles | TTR transcr act |
| --- | --- |
| Cc1cc(-c2ccccc2)nc(N/N=C/c2ccccc2F)n1 | 0.1 |
| CCOC(=O)c1c(NC(=O)CSc2nc3cc(Cl)ccc3c(=O)n2Cc2ccco2)sc(C(=O)N(C)C)c1C | -3.0 |
| CCN(CC)CCN1C(=O)C(=O)/C(=C(/O)c2ccc(OC(C)C)cc2)C1c1cccs1 (stereo not drawn) | -2.0 |
| C/C(=N/NC(=O)CN1CCN(S(=O)(=O)c2ccc(C)cc2)CC1)c1cccc(O)c1 | 0.3 |
| Cc1cc(C)c(C)c(S(=O)(=O)N2CCN(c3ccccn3)CC2)c1C | -1.6 |

Other structures follow:
SMILES	TTR transcr act
COc1ccc(CCNC2=NCC(C)S2)cc1 (stereo not drawn)	-0.9
O=C(N/N=C/c1ccc(Cl)cc1Cl)Nc1ccccc1	1.4
Cc1ccc(S(=O)(=O)N2[C@@H](c3cccc(Cl)c3)C(C(=O)O)=CC[C@H]2c2ccc(Cl)cc2)cc1	-1.3
Cc1ccc(S(=O)(=O)Cn2nnnc2CN2CCOCC2)cc1	0.1
O=C(Cc1ccccc1)NN1C(=O)C2C3C=CC(C3)C2C1=O (stereo not drawn)	1.7
CCNc1ccc(C(=O)OCC(=O)N(Cc2ccccc2)C(C)(C)C)cc1[N+](=O)[O-]	0.9
O=[N+]([O-])c1ccc(NCCNc2ccc([N+](=O)[O-])cc2)cc1	0.2
CCCOP(=O)(OCCC)C(Nc1ccc(C(C)C)cc1)c1ccc([N+](=O)[O-])cc1 (stereo not drawn)	-2.4
CCC(C)[C@H]1CN=C(N)N1CCc1cccc(F)c1 (stereo partly drawn)	1.5
Cc1ccc(/C=C(\C#N)C(=O)NC(C)C)o1	2.4
O=C(CSc1nnc(NC(=O)c2cccc(Cl)c2)s1)NCC1CCCO1 (stereo not drawn)	-1.4
Cc1ccc(OCCNS(=O)(=O)c2ccc(N3CCCC3=O)cc2)cc1C	-2.8
O=S(=O)(Nc1cccc(S(=O)(=O)N2CCCC2)c1)c1cccc(Br)c1	-0.6
CC(C)C(C)(C#N)NC(=O)CSc1ncnc2sc(-c3ccccc3)cc12 (stereo not drawn)	-1.4
O=C(NCc1cccc(C(F)(F)F)c1)C1CC(c2c(Cl)cccc2Cl)=NO1 (stereo not drawn)	-2.6
O=C(Nc1cnccc1C(F)(F)F)NC1CCCCC1	3.2
Nc1[nH]n(-c2ccccc2)c(=O)c1N=Nc1ccc2c(c1)OCCO2	0.0
O=C(O)[C@H](Cc1ccccc1)N1C(=O)c2ccncc2C1=O	3.7
CCc1nn(CCCC(=O)Nc2ccc(C)c(C)c2)c(=O)c2cc3occc3n12	-0.4
C[C@@H]1CN([C@@H](C)CO)C(=O)c2cc(/C=C/c3ccccc3)cnc2O[C@@H]1CN(C)S(=O)(=O)c1ccc(F)cc1	-0.9
COc1cccc(NC(=O)NCc2ccc(F)cc2)c1	1.4
Cc1cccc(C)c1NC(=O)COC(=O)c1ccccc1[N+](=O)[O-]	0.8
CCCCOCCCNC(=O)C[C@H]1C[C@@]2(C(=O)OC)C(=C[C@H](C3CCCC3)O[C@@H]2C)N(Cc2ccco2)C1=O	0.1
CC(C)N(Cc1ccccc1)C(=O)CCS(=O)(=O)c1ccc2c(c1)oc(=O)n2C	-0.7
Cc1ccc(OCC(=O)N2CCc3ccccc32)cc1	0.3
CCc1ccc([C@@H]2CC=C(C(=O)O)[C@H](c3ccccc3)N2S(=O)(=O)c2ccc(C)cc2)cc1	-3.5
COc1cc(Cl)ccc1NC(=S)N(CCCN1CCOCC1)Cc1cn(C)c2ccccc12	0.3
C=CCNC(=S)NNC(=O)c1ccccc1	2.7
Cn1c(Cc2ccccc2)nnc1SCC(=O)Nc1cccc(S(=O)(=O)NC2=NCCCCC2)c1	1.4
Nc1n[nH]c(CO)n1	5.0
COc1cc2c(cc1OC)CN(C(=S)NC(=O)c1ccccc1)CC2	-1.8
CCCCN(CCCC)C1=Nc2ccccc2N/C1=C(/C#N)C(=O)OCC	-5.1
CC1=NN(C(C#N)c2ccccc2)C(C)(C)C1 (stereo not drawn)	-0.3
Cc1cc(C)cc(NC(=S)N2CCN(c3ncccn3)CC2)c1	-2.7
O=C(CN1CCCc2ccccc21)Nc1ccc(F)cc1[N+](=O)[O-]	-0.1
O=C(Nc1nc2ccccc2[nH]1)C1CCN(C(=O)c2ccc(F)cc2)CC1	0.3

Arranged by the number under TTR transcr act (low to high): 5 of the compounds above.
SMILES	TTR transcr act
Cc1cc(C)cc(NC(=S)N2CCN(c3ncccn3)CC2)c1	-2.7
COc1cc2c(cc1OC)CN(C(=S)NC(=O)c1ccccc1)CC2	-1.8
CC1=NN(C(C#N)c2ccccc2)C(C)(C)C1 (stereo not drawn)	-0.3
C=CCNC(=S)NNC(=O)c1ccccc1	2.7
Nc1n[nH]c(CO)n1	5.0

Next compounds.
SMILES	TTR transcr act
O=C1C=C(c2ccc3c(c2)OCO3)CCC1	-0.4
O=C(OCCN1C(=O)c2ccccc2C1=O)c1cnccn1	0.2
O=C1CCN(C(=O)c2cccs2)c2ccccc21	3.0
C=Cn1c(C(=O)O)cc(CC)c1-c1ccccc1	5.0
Cc1cccc(NC(=O)CSc2nnc([C@@H]3CCCN3C(=O)OC(C)(C)C)o2)c1C	3.6
CC(=O)C1=CCC(c2cccs2)N(S(=O)(=O)c2ccc(C)cc2)C1 (stereo not drawn)	-1.4
C/C(=N\NC(=O)c1cc(C2CC2)nc2ccccc12)c1ccc(C)s1	1.8
Cc1ccc(N2CC(C(=O)OCC(=O)Nc3ccc(F)cc3F)CC2=O)cc1 (stereo not drawn)	0.3
O=C(NCc1ccc2c(c1)OCO2)c1ccc(CSCc2cccc(Cl)c2)o1	-1.0
O=C(O)CSCCOc1ccc(OCCSCC(=O)O)cc1	1.6
CCSc1nc2ccccc2n1CC(=O)N1CCOCC1	-0.8
O=C(CC1SC(N2CCOCC2)=NC1=O)Nc1ccc(F)cc1 (stereo not drawn)	0.1
CCOc1ccc2nc(NC(=O)C3=NN(c4ccccc4)C(=O)CC3)sc2c1	7.0
Cc1oc(-c2cccc(F)c2)nc1CN1CCCCC1CCn1cccn1 (stereo not drawn)	2.0
Cc1c(NC(=O)Nc2ccccc2[N+](=O)[O-])c(=O)n(-c2ccccc2)n1C	-0.5
O=C(/C=C/c1ccc([N+](=O)[O-])s1)N1CCCC1	3.0
Cc1cc(COc2ccccc2OCc2cc(C)no2)on1	0.7
c1ccc(Cn2ccc3ccc(-c4ccc5ccn(Cc6ccc(-c7ccccc7)cc6)c5c4)cc32)cc1	1.2
CCOC(=O)N1CCN(c2ccc(C(=O)c3ccccc3)cc2F)CC1	-8.8
O=C(CSc1n[nH]c(=O)n1Cc1ccco1)Nc1ccccc1Cl	0.0
O=C(N/N=C/c1ccccn1)c1cccnc1	0.6
CCN(CC)S(=O)(=O)c1ccc(NC(=O)CCN2C(=O)C3CC=CCC3C2=O)cc1 (stereo not drawn)	-2.1
COc1ccc(-c2cc(-c3n[nH]c(=S)n3-c3ccccc3Cl)[nH]n2)cc1	3.2
Nc1nc(-c2ccc([N+](=O)[O-])cc2)cs1	0.2

Laid out differently: entries from further up.
Molecule | TTR transcr act
O=C(CSc1n[nH]c(=O)n1Cc1ccco1)Nc1ccccc1Cl | 0.0
O=C(N/N=C/c1ccccn1)c1cccnc1 | 0.6
CCN(CC)S(=O)(=O)c1ccc(NC(=O)CCN2C(=O)C3CC=CCC3C2=O)cc1 (stereo not drawn) | -2.1

(further entries)
SMILES	TTR transcr act
O=C1CC[C@@H](OCc2ccccc2)CCN1CC[C@H](Sc1ccccc1)c1ccccc1	1.7
Cc1ccccc1NC(=O)c1cc([N+](=O)[O-])ccc1NCCN1C(=O)CCC1=O	1.8
O=C(CCCCn1c(=O)[nH]c2ccccc2c1=O)NCCc1c[nH]c2ccccc12	1.0
COc1ccc(Cl)cc1NC(=O)CS(=O)(=O)c1cccc2nsnc12	5.0
O=C(Cn1nc(C(=O)O)c2ccccc2c1=O)NCCC1=CCCCC1	3.8
O=C(CSc1ncn[nH]1)Nc1c(F)cc(F)cc1Br	-0.9
Cc1cccc(CNS(=O)(=O)c2ccc(-c3cnc(C4CC4)o3)cc2)c1	1.3
COc1ccc([C@@]2(O)c3c(ccc(CC=C(C)C)c3O)NC(=O)[C@@H]2OC)cc1	0.5
O=C(Nc1ccccn1)c1cccc(S(=O)(=O)N2CCCC2)c1	0.0
Cc1ccc(O)c(NC(=S)NC(=O)/C=C/c2ccco2)c1	-2.5
O=C(Cc1nn[nH]n1)Nc1ccc(F)cc1F	0.6
CC(Sc1nnc(CN2CCCC2)n1Cc1ccccc1)C(=O)Nc1ccc(F)cc1Cl (stereo not drawn)	-1.6
O=c1cc(N2CCOCC2)[nH]c(=O)n1-c1ccc(Br)cc1	1.4
NC(=O)c1ccc(NC(=O)COC(=O)CCCN2C(=O)c3cccc4cccc(c34)C2=O)cc1	0.2
Cc1ccc(S(=O)(=O)c2nc(Nc3ccccc3C#N)sc2Cl)cc1	0.3
CCN(CC)CCCNC(=O)c1cc(-c2ccccc2)c(N2CCCCC2)s1	-0.4
FC(F)(F)c1cc(-c2ccc(Cl)cc2)nc2ncnn12	-0.5
O=[N+]([O-])c1ccc(Oc2cnc3ccccc3n2)cc1	0.0
